PhoP GFP inhibition: PhoP regulon inhibitors, Salmonella typhi PhoP promoter GFP reporter, confirmatory (AID 1850). inhibition, % at 50 µM, or IC50 in µM where a hit was titrated. 310,000 compounds, 0.33% hits. Salmonella Typhi PhoP-promoter GFP reporter, fluorescence, 4 h; higher % means a stronger effect; in the data active means a potency from the dose series; inconclusive means inhibition mostly from about 25% at the one dose, without a potency; inactive means the rest, 99 in 100 with inhibition below about 19%;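 further: 0% = induced wells with vehicle and 100% = uninduced wells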
VEEV TC-83 Vero: inhibitors of VEEV TC-83 cytopathic effect, confirmation, Vero cells (AID 588727); inhibition, % at 20 µM, or IC50 in µM where a hit was titrated; 350,000 compounds, 0.13% hits; Vero cells, VEEV TC-83 cytopathic effect inhibition; higher % means a stronger effect; in the data active means a potency from the dose series; inconclusive means inhibition mostly from about 14% at the one dose, without a potency; inactive means the rest, 99 in 100 with inhibition below about 12%; further: strong numbers were not always called active
H1N1 NS1A inhibition: H1N1 influenza NS1A inhibitors, functional cell based assay (AID 504329) | 340,000 compounds, 0.3% hits | inhibition, % at 12.5 µM; hits with a dose series show IC50 in µM | NS1A functional cell-based assay, percent inhibition; higher % means a stronger effect; in the data active means a potency from the dose series; inconclusive means inhibition above about 27% without an active follow-up result; further: strong numbers were not always called active
M. tuberculosis: growth inhibition of non-replicating M. tuberculosis (AID 488890) | 320,000 compounds, 0.39% hits | one-dose inhibition, % at 25 µM; IC50 in µM for titrated hits | Mycobacterium tuberculosis non-replicating, growth inhibition; higher % means a stronger effect; in the data active means a potency from the dose series; inconclusive means inhibition mostly from about 82% at the one dose, without a potency; inactive means the rest, 99 in 100 with inhibition below about 76%;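 further: plate controls were DMSO cells for no effect and high antibiotic wells for full effect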
M. tuberculosis HTS: M. tuberculosis growth inhibition, HTS (AID 449762); one-dose inhibition, % at 25 µM; IC50 in µM for titrated hits; 330,000 compounds, 0.59% hits; M. tuberculosis H37Rv growth inhibition, 7H9 media; higher % means a stronger effect; in the data active means a potency from the dose series; inconclusive means inhibition above about 70% without an active follow-up result;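 further: bacterial growth assessed after seven days of incubation; strong numbers were not always called active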
VEEV TC-83 Vero 10K pilot screen: further read-out of VEEV TC-83 Vero, marked with its call; inhibition, %; measured here: 10K pilot screen inhibition
The depositor's hits bear a star; i = inactive; u = inconclusive; x = no result given.

SMILES	PhoP GFP inhibition	VEEV TC-83 Vero	H1N1 NS1A inhibition	M. tuberculosis	M. tuberculosis HTS	others
CC1CCCCN1C(=O)c1cc(S(=O)(=O)N2CCOCC2)ccc1Cl (centres undefined)	x	1.1%	-14%	9%	2%
CC1(C)CN(C(Cc2ccccc2)C(N)=O)C1=O (centres undefined)	12%	i	-22%	-11%	4%
CCc1nn(CCCC(=O)NC(C)c2ccccc2)c(=O)c2cc3occc3n12 (centres undefined)	-1%	1.8%	-11%	3%	3%
CC(C)(C)c1nnc2sc(SCC(=O)N3CCc4ccccc43)nn2c1=O	-8%	0.4%	-6%	25%	7%
COc1cc2c(O)cc(C(=O)O)c(-c3cc(OC)c(OC)c(OC)c3)c2cc1OC	x	2.6%	11%	x	x
Cc1noc(C)c1S(=O)(=O)N(C)C[C@H]1Oc2c(NC(=O)NC3CCCCC3)cccc2C(=O)N([C@H](C)CO)C[C@@H]1C	x	0.8%	-3%	27%	7%
CCc1ccc(C2NC(c3ccc(CC)cc3)C([N+](=O)[O-])C(C)(C)C2[N+](=O)[O-])cc1 (centres undefined)	-11%	1.5%	5%	-3%	0%
O=C(c1ccccc1)c1ccc(OCC(=O)N2CCOCC2)cc1	-15%	1.6%	-9%	4%	6%
CCC(C)(C)n1nnnc1CN1CCC(n2c(C)nc3cc(C(F)(F)F)ccc32)CC1	9%	6.9%	-6%	10%	-2%
Cc1cccc([C@H]2[C@@H]3C=CC[C@@H](C)[C@@H]3C(=O)N2Cc2ccccc2)c1	x	1.1%	18%	x	x
COc1cccc(C(=O)C2CCCN(Cc3cccn3-c3ccccn3)C2)c1 (centres undefined)	-6%	1.1%	9%	7%	0%
O=C(Nc1nc2cc3c(cc2s1)OCO3)C1CCCCC1	-4%	9.2%	-10%	46%	1%
O=C(Nc1ccccc1)N1CCN2C(=O)c3ccccc3C12c1ccccc1 (centres undefined)	-3%	6.1%	8%	24%	2%
C=CCOC(=O)C(C#N)c1nc2ccccc2nc1N1CCN(Cc2ccc3c(c2)OCO3)CC1 (centres undefined)	16%	1.6%	3%	38%	u
Cn1c(N)c(C(=O)COC(=O)[C@@H]2CCCN2S(=O)(=O)c2ccc(Cl)cc2)c(=O)n(C)c1=O	5%	1.4%	-1%	4%	13%
CCCOC(=O)CN1C(=O)c2ccc(C(=O)OCCC)cc2C1=O	3%	1.5%	-17%	-2%	-9%
CCOc1ccc(CCNC(=O)c2cn(C)c3ccc(S(=O)(=O)N4CCOCC4)cc3c2=O)cc1OCC	14%	8.9%	6%	14%	3%
O=C(Nc1ccccc1C(=O)NCCN1CCOCC1)c1ccco1	-4%	2.6%	21%	9%	3%
COc1ccc(NC(=O)CSCc2cc(=O)n3ccsc3n2)cc1	0%	2.6%	7%	2%	3%
Cc1cccc(NC(=O)COC(=O)c2ccc(S(=O)(=O)N3CCCC3)cc2)c1	x	0.3%	-4%	x	x
O=C(NN1C(=O)C2C3C=CC(C3)C2C1=O)c1ccco1 (centres undefined)	-7%	1.4%	3%	15%	2%
COc1ccc(N(CC(=O)N2c3ccccc3CC2C)S(=O)(=O)c2c(C)noc2C)cc1 (centres undefined)	30%	i	1%	6%	-1%
CCOc1ccc(N(CC)S(=O)(=O)c2c(C)[nH]c(=O)[nH]c2=O)cc1	-1%	0.0%	-1%	-3%	6%
O=C(COC(=O)c1ccccc1Br)NC1CCCC1	0%	2.8%	-6%	74%	-7%
Cc1cccc(C(=O)N(Cc2ccco2)c2c(N)n(Cc3ccccc3)c(=O)[nH]c2=O)c1	x	8.2%	-7%	19%	-9%

Reprinted from the results shown, 2 compounds:
SMILES	PhoP GFP inhibition	VEEV TC-83 Vero	H1N1 NS1A inhibition	M. tuberculosis	M. tuberculosis HTS	others
CCCOC(=O)CN1C(=O)c2ccc(C(=O)OCCC)cc2C1=O	3%	1.5%	-17%	-2%	-9%
CCOc1ccc(CCNC(=O)c2cn(C)c3ccc(S(=O)(=O)N4CCOCC4)cc3c2=O)cc1OCC	14%	8.9%	6%	14%	3%

The listing picks up; the 4 compounds before the break are reprinted first.
SMILES	PhoP GFP inhibition	VEEV TC-83 Vero	H1N1 NS1A inhibition	M. tuberculosis	M. tuberculosis HTS	others
COc1ccc(N(CC(=O)N2c3ccccc3CC2C)S(=O)(=O)c2c(C)noc2C)cc1 (centres undefined)	30%	i	1%	6%	-1%
CCOc1ccc(N(CC)S(=O)(=O)c2c(C)[nH]c(=O)[nH]c2=O)cc1	-1%	0.0%	-1%	-3%	6%
O=C(COC(=O)c1ccccc1Br)NC1CCCC1	0%	2.8%	-6%	74%	-7%
Cc1cccc(C(=O)N(Cc2ccco2)c2c(N)n(Cc3ccccc3)c(=O)[nH]c2=O)c1	x	8.2%	-7%	19%	-9%
CCC(=O)N(CCC1(C(C)C)CCOC(C)(C)C1)Cc1ccco1 (centres undefined)	-1%	i	0%	-4%	-3%
Cc1ccc2cc3c(NC(=O)c4ccco4)nn(C)c3nc2c1	5%	8.8%	-7%	-15%	5%
COc1ccc(NC(=O)NNC(=O)COc2ccc3ccccc3c2)cc1	-6%	5.8%	-9%	-3%	-4%
Cc1cccnc1NC(=O)Nc1cccc2ccccc12	4%	i	1%	3%	2%
Cc1cccc(C(=O)N[C@H](C(=O)Nc2ccc(S(=O)(=O)NC3=NCCCCC3)cc2)C(C)C)c1	3%	1.8%	15%	7%	-4%
COc1ccc(OC)c(S(=O)(=O)n2ccc(C)n2)c1	6%	0.2%	-1%	-7%	-3%
Cc1cccc(NC(=S)NC2CC3CCCC(C2)N3CC(C)C)c1 (centres undefined)	-12%	1.4%	-1%	19%	-10%
Nc1ccccc1N=Cc1c(O)n(CCC2=CCCCC2)c(=O)[nH]c1=O	-9%	6.0%	-9%	13%	4%
Cc1ccc(S(=O)(=O)C2(S(=O)(=O)c3ccc(C)cc3)CC2)cc1	9%	0.6%	5%	6%	3%
CCOC(=O)c1c2c3c(cccc3[nH]c1=O)C(=O)c1ccccc1-2	1%	0.6%	4%	-10%	1%
Cc1ccc(NC(=O)CSc2nnnn2C2CC2)cc1S(=O)(=O)N1CCOCC1	x	0.8%	3%	x	x
FC(F)(F)c1cccc(Cc2noc(CN3CCC(N4CCCCC4)CC3)n2)c1	-5%	i	0%	16%	3%
CCn1nc(C(=O)OCC(=O)c2ccc(F)cc2)c2ccccc2c1=O	2%	0.8%	-8%	9%	5%
N/C(=N\OC(=O)CCC1CCCC1)c1ccncc1	-2%	i	-10%	61%	10%	VEEV TC-83 Vero 10K pilot screen=0.2
COc1ccc(NC(=O)CN(C)C(=O)C2CC(=O)N(c3ccc4c(c3)OCCO4)C2)cc1 (centres undefined)	-4%	1.9%	10%	6%	-5%
C/C=C/C=C/C(=O)Nc1nccs1	0%	i	-9%	11%	0%
COc1ccc(S(=O)(=O)N2CCC3CC2c2cc(N4CCOCC4)ccc23)cc1 (centres undefined)	x	i	-10%	x	x
CCOc1ccc(C(=O)C(C)OC(=O)Cn2c(C)csc2=O)cc1 (centres undefined)	6%	0.7%	1%	-11%	2%
Cc1ccc(C#CC[N+]2(CC#Cc3ccc(C)cc3)CCCCC2)cc1	3%	0.2%	-2%	75%	13µM*
Cc1ccc(NC(=S)NC2CC3CCCC(C2)N3Cc2cccs2)cc1 (centres undefined)	7%	1.1%	0%	u	3%
C/C(CC(C)(C)c1ccccc1)=N\NS(=O)(=O)c1ccccc1	-11%	0.6%	-3%	1%	6%
COc1ccc(CC(=O)N[C@@H](CCSC)C(=O)N2CCC3(CC2)NCCc2[nH]cnc23)cc1	3%	0.8%	-2%	5%	5%
O=C(c1cccs1)N(Cc1ccccn1)Cc1ccco1	0%	i	2%	6%	-16%
CNC(=S)N/N=C/c1ccc(OCC(=O)Nc2c(C)cc(C)cc2C)c(OC)c1	-11%	1.9%	-4%	-33%	-9%
c1ccc(CNc2ncnc3c2oc2ccccc23)nc1	-10%	5.7%	3%	28%	-13%

Among those listed so far, 2 have a CF3 group:
SMILES	PhoP GFP inhibition	VEEV TC-83 Vero	H1N1 NS1A inhibition	M. tuberculosis	M. tuberculosis HTS	others
CCC(C)(C)n1nnnc1CN1CCC(n2c(C)nc3cc(C(F)(F)F)ccc32)CC1	9%	6.9%	-6%	10%	-2%
FC(F)(F)c1cccc(Cc2noc(CN3CCC(N4CCCCC4)CC3)n2)c1	-5%	i	0%	16%	3%

3 entries from above, ordered by heavy-atom count, highest first:
SMILES	PhoP GFP inhibition	VEEV TC-83 Vero	H1N1 NS1A inhibition	M. tuberculosis	M. tuberculosis HTS	others
CNC(=S)N/N=C/c1ccc(OCC(=O)Nc2c(C)cc(C)cc2C)c(OC)c1	-11%	1.9%	-4%	-33%	-9%
Nc1ccccc1N=Cc1c(O)n(CCC2=CCCCC2)c(=O)[nH]c1=O	-9%	6.0%	-9%	13%	4%
CCC(=O)N(CCC1(C(C)C)CCOC(C)(C)C1)Cc1ccco1 (centres undefined)	-1%	i	0%	-4%	-3%

(more compounds)
SMILES	PhoP GFP inhibition	VEEV TC-83 Vero	H1N1 NS1A inhibition	M. tuberculosis	M. tuberculosis HTS	others
CCCCOc1ccc(C(O)(CC)CCN2CCOCC2)cc1 (centres undefined)	-3%	i	-2%	23%	1%
COc1cc(S(=O)(=O)Nc2ccccc2C)ccc1Cl	1%	3.4%	1%	-6%	1%
Clc1nnc(N2CCCCC2)c2ccccc12	-1%	1.8%	-14%	u	u
CCOc1ccccc1CNC(=O)Cn1c(=O)oc2ccccc21	1%	0.9%	1%	x	-2%
CN(CC(=O)Nc1ccc(F)c(F)c1F)C(=O)/C=C/c1ccc(Cl)cc1	4%	0.7%	1%	-5%	4%
Cc1ccccc1OCC1Cc2c(nc(N)c(C#N)c2N)O1 (centres undefined)	0%	3.5%	-9%	7%	-5%
CCOC(=O)c1cc(C)sc1NC(=O)C1CCC1	3%	2.9%	5%	16%	-9%
Cc1ccc(C)c(N2CCN(C(=O)CSc3ccsc3[N+](=O)[O-])CC2)c1	-26%	1.1%	-1%	-3%	-6%
CS(=O)(=O)Nc1ccc(Cc2noc(-c3ccc4[nH]cc(CCN)c4c3)n2)cc1	-7%	x	x	40%	-2%
COc1ccc(C(=O)c2c(C)oc3ccc(O)cc23)c(OC)c1	2%	2.1%	-4%	2%	-1%
O=C(Nc1ccccc1C(=O)N1CCN(Cc2ccccc2)CC1)c1ccccc1	-9%	1.8%	-3%	-3%	-6%
COCCNC(=S)N/N=C/c1ccc2c(c1)OCCO2	-17%	2.9%	-8%	61%	-10%
CCN(C(=O)CN1CCC(C(=O)OC)CC1)c1c(N)n(Cc2ccccc2)c(=O)[nH]c1=O	x	1.2%	-8%	-18%	-6%
CCOC(=O)CCNc1n[nH]c(=O)[nH]c1=O	-3%	1.4%	2%	-5%	-2%
COc1ccc(OC)c(NC(=O)c2cc(S(=O)(=O)N3CCCCC3)c[nH]2)c1	x	i	26%	5%	-6%
O=C(OCC(=O)N1CCOCC1)c1ccc2ccccc2c1O	x	4.1%	-4%	66%	0%
COc1ccc(/C=N/NC(=O)OC(C)(C)C)cc1OC	-7%	2.7%	1%	-5%	-4%

From PubChem
